DUSP3 inh – DUSP3 (human) phosphatase inhibition; P51452; recombinant VHR phosphatase, pNPP absorbance; inhibition, % at 13.3 µM; 0.52% of 290,000 active; in the data active = inhibition above about 50%; note: some compounds called inactive have numbers as strong as hits
Target sequence (P51452 whole entry, looked up): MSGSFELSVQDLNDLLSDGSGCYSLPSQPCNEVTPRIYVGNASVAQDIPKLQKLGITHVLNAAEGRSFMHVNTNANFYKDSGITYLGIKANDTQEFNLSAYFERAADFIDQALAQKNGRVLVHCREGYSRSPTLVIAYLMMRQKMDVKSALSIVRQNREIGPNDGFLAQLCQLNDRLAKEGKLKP
3CLpro inhibitor – SARS-CoV 3CLpro protease inhibition; P0C6X7; recombinant SARS-CoV 3CLpro, quenched FRET peptide cleavage; inhibition, % at 6 µM; 0.14% of 290,000 active; AID 1706; in the data active = inhibition above about 12%
Rv3671c protease – inhibits the M. tuberculosis serine protease Rv3671c; P9WHR9; AID 2606; inhibition, % at 5.96 µM; 0.048% of 320,000 active; in the data active = inhibition above about 38%;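 note: extracellular domain of Rv3671c used as enzyme; 0% = enzyme with DMSO and 100% = no enzyme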
Target sequence (P9WHR9 whole entry, looked up, the tested form may be a part): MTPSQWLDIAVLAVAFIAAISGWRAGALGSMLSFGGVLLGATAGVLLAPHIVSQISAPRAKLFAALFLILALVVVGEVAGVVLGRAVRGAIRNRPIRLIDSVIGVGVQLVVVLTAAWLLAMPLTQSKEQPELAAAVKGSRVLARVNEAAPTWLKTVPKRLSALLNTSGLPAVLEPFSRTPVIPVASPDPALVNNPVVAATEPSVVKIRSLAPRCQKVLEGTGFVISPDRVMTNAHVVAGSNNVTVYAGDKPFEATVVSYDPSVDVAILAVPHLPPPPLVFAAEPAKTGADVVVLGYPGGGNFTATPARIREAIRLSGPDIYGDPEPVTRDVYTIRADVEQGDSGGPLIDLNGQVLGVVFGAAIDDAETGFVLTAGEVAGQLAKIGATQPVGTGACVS
Numbers without * were called inactive; . = not tested or not shown. Some of the compounds tested; count on the stated rates, not on these rows.

Molecule,DUSP3 inh,3CLpro inhibitor,Rv3671c protease
CCOC(=O)C1Nc2c(F)cc(C)cc2C2C=CCC12 (configuration not stated),.,.,6
COC/C=C/C1=CC2=CC(=O)C(C)(OC(=O)c3cnc4ccccc4n3)C(=O)C2=CN1c1cccc(C#N)c1 (configuration not stated),.,.,4
CCCCC[C@H](O)/C=C/[C@H]1[C@H](O)CC(=O)[C@@H]1CCCCCCC(=O)O,.,.,-7
CC1(C)CC[C@]2(CO)[C@@H](O)C[C@]3(C)C(=CCC4[C@@]5(C)CC[C@H](O)C(C)(C)C5CC[C@]43C)[C@@H]2C1 (some centres not stated),.,.,-9
Nc1ccc(O)cc1,.,.,2
CC(O)(CC(=O)O)CC(=O)O,.,.,7
CC1(OC(=O)C2CCCC2)C(=O)C=C2C=C(C3CC3)OC=C2C1=O (configuration not stated),.,.,-6
NCCc1ccccn1,.,.,-4

Two entries from above, with values under each structure.
Values run as follows: DUSP3 inh	3CLpro inhibitor	Rv3671c protease
COC/C=C/C1=CC2=CC(=O)C(C)(OC(=O)c3cnc4ccccc4n3)C(=O)C2=CN1c1cccc(C#N)c1 (configuration not stated)
    .	.	4
CCOC(=O)C1Nc2c(F)cc(C)cc2C2C=CCC12 (configuration not stated)
    .	.	6

Continuation:
Molecule,DUSP3 inh,3CLpro inhibitor,Rv3671c protease
CC(C)(C)OC(=O)NCCCC1=CC2=CC(=O)C(C)(OC(=O)C3CCCC3)C(=O)C2=CO1 (configuration not stated),.,.,6
CC1(OC(=O)C2CCCC2)C(=O)C=C2C=C3CCCN3C=C2C1=O (configuration not stated),.,.,-3
CC1(O)C(=O)C=C2C=C(C3CC3)OC=C2C1=O (configuration not stated),.,.,-5
Nc1ncn(C2O[C@H](CO)[C@@H](O)[C@H]2O)c(=O)n1 (some centres not stated),.,.,0
CC(C)(C)OC(=O)NCCCCC1=CC2=CC(=O)C(C)(OC(=O)c3ccco3)C(=O)C2=CO1 (configuration not stated),.,.,-2
O=C1OC(=O)C2C3CCC(O3)C12 (configuration not stated),.,.,4
CCOC(=O)O[C@]1(C(=O)OCCl)CC[C@H]2[C@@H]3CCC4=CC(=O)C=C[C@]4(C)[C@H]3[C@@H](O)C[C@@]21C,.,.,-3
Cc1cccc(-n2c(N)cc(=O)nc2SCC(=O)Nc2nnc(CC(C)C)s2)c1,16,-2,.
COc1ccc2c(c1)c1ncnc(N3CCN(Cc4ccc5c(c4)OCO5)CC3)c1n2C,7,-1,.
O=c1c(-c2nc3ccccc3o2)c2oc3ccccc3n2c2ccccc12,-16,4,.
CCCCCCCCCCCCCCCC(=O)OC[C@H](COP(=O)([O-])OCC[N+](C)(C)C)OC(=O)CCCCCCCCCCCCCCC,1,0,.
Cc1ccc(C)c(N2CCN(S(=O)(=O)c3ccc4c(c3)CCC(=O)N4)CC2)c1,11,-2,.
CNCCCOc1ccc(C(C)(C)c2ccccc2)cc1,2,-2,.
O=C(C1=C[C@H](c2ccccc2)C[C@H](OCc2ccc(CO)cc2)O1)N1CCCCCCC1,-11,4,.
Cc1cccc(NC(=O)C2CCCN2S(=O)(=O)c2cccc3cccnc23)c1 (configuration not stated),38,0,.
O=S(=O)([O-])CCC[n+]1c(/C=C\Nc2ccccc2)oc2ccc(-c3ccccc3)cc21,4,-30,.
CCCCC(=O)Nc1sc2c(c1-c1nc3ccccc3s1)CCN(C(C)=O)C2,15,5,.
Cc1c2c(nc3nc4ccccc4n13)CCCC2=O,13,-3,.
O=C(CSc1nnc(-c2ccccc2)o1)n1c2c(c3ccccc31)CCCC2,-1,-1,.
COc1ccc(-c2nnc3ccc(SCC(=O)Nc4cc(C)on4)nn23)cc1,6,-1,.
COc1cc(OC)cc(C(=O)NCCSCc2ccco2)c1,-12,4,.
CCOc1ccccc1CNC(=O)C1CCCN(c2nc3ccccc3o2)C1 (configuration not stated),15,-6,.
Cc1cccn2c(=O)c3cc(C#N)c(=O)n(CC4CCCO4)c3nc12 (configuration not stated),3,4,.
O=C(CN1CCN(CCN2C(=O)c3cccc4cccc(c34)C2=O)CC1)c1ccc(Cl)cc1,-2,3,.
CNCCCNCc1ccc(SC)cc1,16,-1,.
COC(=O)c1ccccc1NC(=O)CSc1nnc(-c2ccc(C)cc2)o1,-9,0,.
COC(=O)[C@@]1(Cc2ccc(OC)cc2)[C@H]2c3cc(C(=O)N4CCCC4)n(CCc4c[nH]c5ccc(O)cc45)c3C[C@H]2CN1C(=O)c1ccccc1,9,-3,.
CCn1c(SCC(=O)Nc2cc(NC(C)=O)ccc2OC)nnc1-c1ccncc1,31,7,.
Cn1c(=O)c2c(nc(NCc3ccccc3)n2Cc2ccc(F)cc2)n(C)c1=O,9,0,.
FC(F)(F)c1cc(C(F)(F)F)c2ccc(N/N=C/c3cccc(Cl)c3)nc2n1,11,3,.
CC1=C(C(=O)OCC2CCCO2)C(c2ccc(C)o2)C2=C(CC(c3ccc(N(C)C)cc3)CC2=O)N1 (configuration not stated),-4,-6,.
CSCc1nnc(NC(=O)c2ccc(S(=O)(=O)N(CC(C)C)CC(C)C)cc2)o1,10,1,.

Structural class, the entries above containing a COOH group (2)
Molecule,DUSP3 inh,3CLpro inhibitor,Rv3671c protease
CCCCC[C@H](O)/C=C/[C@H]1[C@H](O)CC(=O)[C@@H]1CCCCCCC(=O)O,.,.,-7
CC(O)(CC(=O)O)CC(=O)O,.,.,7

(list continues)
Molecule,DUSP3 inh,3CLpro inhibitor,Rv3671c protease
CSCCC(NC(=O)c1ccccc1)c1nc(-c2ccccc2)no1 (configuration not stated),34,2,.
Cc1ccc(S(=O)(=O)NCCC(=O)N2CCCCC2)cc1,19,2,.
CC1(C)CC(=O)C2=C(C1)NC(=O)CC2C(=O)NCc1ccc(F)cc1 (configuration not stated),-4,4,.
COC(=O)c1[nH]c2ccccc2c1NC(=O)CCN1CCN(C2CCCCC2)CC1,36,-1,.
Cc1ccc(-c2nc3ccccc3n3c(C)nnc23)cc1,4,0,.
CC(C)c1ccc(NC(=O)CSc2nc3c(c(=O)[nH]2)CCC3)cc1,-8,-1,.
CCCCn1c(=S)[nH]c2c(oc3ccc(Cl)cc32)c1=O,-5,-5,.
NC(=O)C(=CNc1nc(-c2ccc(Cl)c(Cl)c2)cs1)C(N)=O,26,1,.
Cc1cc(C(=O)CN2C(=O)NC3(CCCc4ccccc43)C2=O)c(C)n1Cc1ccco1 (configuration not stated),5,-1,.
CC12CCC3C(CC=C4CC(O)CCC43C)C1C/C(=C\N1CCCC1)C2=O (configuration not stated),26,1,.
N#Cc1c(-c2ccccc2)cc(-c2ccco2)c(C#N)c1N,26,-1,.
COc1ccc(-c2nc(-c3cccc(C)c3)nc(Cl)c2C#N)cc1,23,1,.
C[C@@H](C(=O)Nc1ccc2ccccc2c1)[C@H]1C[C@]1(C)[C@H](NP(=O)(c1ccccc1)c1ccccc1)c1ccccc1,0,2,.
COC(=O)[C@@H](NC(=O)O[C@H]1C(=O)c2ccc(OC)cc2O[C@@H]1c1ccc2c(c1)OCO2)C(C)C,0,-3,.
COc1ccc(O[C@H]2C=C[C@@H](c3ccccc3)O[C@@H]2COC(=O)CC/C(C)=N/O[C@@H](C)CN2CCCCc3nc(C)c(C)cc32)cc1,1,-2,.
COc1ccc(-c2[nH]ncc2CN(Cc2nccn2C)C(C)C)cc1F,-12,-3,.
O=[N+]([O-])c1ccc(-c2ccc(/C=N/c3c(-c4ccco4)nc4ccccn34)o2)c(Cl)c1,-7,3,.
Cc1ccc2c(c1)c1ncnc(N3CCC4(CC3)OCCO4)c1n2C,10,4,.
CCCn1nnnc1SCC(=O)NNC(=O)C1CCCCC1,19,2,.
Cc1ccc(S(=O)(=O)N2CCN(c3nc(C)nc4sc5c(c34)CCC(C)C5)CC2)cc1 (configuration not stated),22,-3,.
COc1ccc(N(C)C(=S)Oc2ccc(C(=O)Nc3ccccc3)cc2)cc1,10,-5,.
CC1(C)SC2[C@H](NC(=O)C(NC(=O)N3CCNC3=O)c3ccccc3)C(=O)N2C1C(=O)O (some centres not stated),-30,4,.
COc1ccc2c(c1)C(=O)[C@@H](OC(=O)NCc1ccc3c(c1)OCO3)[C@H](c1ccc(OC)c(Br)c1)O2,-11,1,.
O=C(NCc1ccco1)c1cccn2c(=O)c3cc4ccccc4cc3nc12,47,-4,.
CCn1c2ccccc2c2cc(NC(=O)Nc3ccc([N+](=O)[O-])cc3C)ccc21,11,6,.
COc1cccc2[nH]c3c(N4CC(C)CC(C)C4)ncnc3c12 (configuration not stated),23,-3,.
Brc1cc2c(cc1/C=N/Nc1nc(N3CCCCC3)nc(N3CCCCC3)n1)OCO2,21,-1,.
O=C(CN1CCCN(S(=O)(=O)c2ccc(Br)cc2)CC1)Nc1ccc2c(c1)OCO2,0,3,.
CCc1ccc(C2NC(C(=O)O)CS2)cc1 (configuration not stated),-25,0,.
COc1ccc(-c2nsc3c(SCC(=O)Nc4cc(C)ccc4C)ncnc23)cc1,17,7,.
COc1ccc(Nc2ccc3nnc(-c4ccc(Br)cc4)n3n2)cc1,17,4,.
Cc1ccc2nc(-c3ccccn3)cc(C(=O)NC3CCN(C)CC3)c2c1,2,-2,.
CCCCC(CC)Cn1c2nc3ccccc3nc2c2c(=N)oc(C)nc21 (configuration not stated),6,4,.
COC(=O)c1cc(-c2ccccc2)sc1NC(=O)c1cc(C)on1,15,2,.
Cc1ccc(-c2nnc3c4ccccc4c(C)nn23)cc1NC(=O)CN1CCOCC1,15,-2,.
O=C1Cc2cc(CCN3CCN(c4nsc5ccccc45)CC3)c(Cl)cc2N1,35,-28,.
CCCNc1ncnc2c1cnn2-c1ccc(OC)cc1,21,0,.
C/C(CCN1CCCCc2nc(C)c(C)cc21)=N\OC[C@@H](O)[C@H]1O[C@@H]2OC(C)(C)O[C@@H]2[C@H]1O,-7,-2,.
CN1C(=O)COc2ccc(C(=O)c3oc4ccccc4c3-c3cnc4c(c3)COc3ccccc3-4)cc21,22,-6,.
N#C[C@H]1[C@H](c2ccccc2)[C@](C#N)(C(=O)c2ccccc2)[C@@H]2C=Cc3ccccc3N21,2,8,.
CCOC(=O)c1cn(-c2ccc(F)c(F)c2)c2c(F)c(F)c(F)c(F)c2c1=O,-24,-9,.
Cc1ccc(CNC(=O)c2ccc3nc4[nH]c5ccccc5c4nc3c2)cc1,34,-1,.
Fc1ccc(/C=C2\CCCC3=C2NC(=S)NC3c2ccc(F)cc2)cc1 (configuration not stated),-4,3,.
Cc1ccc(S(=O)(=O)Nc2ccc(-c3nc4cc(NS(=O)(=O)c5ccc(C)cc5)ccc4o3)cc2)cc1,-1,4,.
O=C1NC(=S)N/C1=C/c1ccc(-c2c(Br)cc([N+](=O)[O-])cc2Br)o1,27,6,.
CCCn1c(SCC(=O)NC(=O)NCc2ccco2)n[nH]c1=O,14,-4,.
CC1CCCN(c2nc3c(c(=O)[nH]c(=O)n3C)n2CCSc2ncccn2)C1 (configuration not stated),16,1,.
O=C1NC(=S)N(Cc2ccco2)C(=O)/C1=C\c1cccs1,6,1,.

A different layout for three compounds above.
Cc1ccc2nc(-c3ccccn3)cc(C(=O)NC3CCN(C)CC3)c2c1
  DUSP3 inh = 2 | 3CLpro inhibitor = -2 | Rv3671c protease = .

CCCCC(CC)Cn1c2nc3ccccc3nc2c2c(=N)oc(C)nc21 (configuration not stated)
  DUSP3 inh = 6 | 3CLpro inhibitor = 4 | Rv3671c protease = .

COC(=O)c1cc(-c2ccccc2)sc1NC(=O)c1cc(C)on1
  DUSP3 inh = 15 | 3CLpro inhibitor = 2 | Rv3671c protease = .

Exported with two lines to a compound: entries from further up.
Results follow in this order: DUSP3 inh, 3CLpro inhibitor, Rv3671c protease
Fc1ccc(/C=C2\CCCC3=C2NC(=S)NC3c2ccc(F)cc2)cc1 (configuration not stated)
 : -4, 3, .
CC1CCCN(c2nc3c(c(=O)[nH]c(=O)n3C)n2CCSc2ncccn2)C1 (configuration not stated)
 : 16, 1, .
Cc1ccc(S(=O)(=O)Nc2ccc(-c3nc4cc(NS(=O)(=O)c5ccc(C)cc5)ccc4o3)cc2)cc1
 : -1, 4, .

(cont.)
Molecule,DUSP3 inh,3CLpro inhibitor,Rv3671c protease
CC1=CC(C)(C)N(C(=O)C(C)N2C(=O)c3ccccc3C2=O)c2c(C)cc(C)cc21 (configuration not stated),24,0,.
Cn1c(=O)[nH]c(=O)c2c1nc(N1CCN(c3cccc(Cl)c3)CC1)n2CCCc1ccccc1,-5,-5,.
COc1cc2nc3c4ccccc4n(CC#N)c3nc2cc1OC,3,0,.
COc1ccc(CN2C(=O)/C(=C/c3ccc(-c4ccc(Cl)c(C(=O)O)c4)o3)SC2=S)cc1,11,3,.
CSCCC(N=Cc1c(O)n(-c2ccc(F)cc2)c(=O)[nH]c1=O)C(=O)O (configuration not stated),2,-2,.
Cc1[nH]c(=O)[nH]c1CN1CCCCC1,-3,5,.
Cc1ccc(C)c(OCCCC(=O)Nc2ccc(N3CCOCC3)cc2)c1,-12,0,.
Cc1nn(-c2ccccn2)c2c1C(c1ccccn1)C1=C(CCCC1=O)N2 (configuration not stated),6,0,.
Cc1cccc(C(=O)Nc2ccc(C)c(OC(=O)c3cccc(C)c3)c2)c1,6,0,.
CCN(CC)CCN1C(=O)C(=O)/C(=C(/O)c2cnn(-c3ccccc3)c2C)C1c1cccs1 (configuration not stated),-15,2,.
Cc1cc(-c2ccccc2)nc(N2CCC(C(=O)NCc3ccccc3Cl)CC2)n1,40,-4,.
CCc1ccc(NC(=O)c2ccc3ncsc3c2)cc1,3,4,.

Screens as filed in PubChem BioAssay.
